Compound activity deposited in PubChem by several laboratories.
Tat export inh: E. coli Tat export inhibitors, primary screen, MC4100, TorA-mCherry reporter, fluorescence, single point; actives 0.036% (n = 340,000); inhibition, % at 10 µM;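 active = mean replicate inhibition at least 50% and at least half of replicates individually reaching 50%; inconclusive = only one of the two criteria met; inactive = neither criterion met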;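 also: exported cargo escapes ClpAP degradation while cytoplasmic cargo is degraded and loses fluorescence; 0% = median of neutral control wells and 100% = median of NaSCN control wells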
PvdQ acylase: P. aeruginosa PvdQ acylase inhibitors, primary screen, biochemical, fluorescence, plate reader and imaging, single point. PvdQ acylase [Pseudomonas aeruginosa LESB58]. purified PvdQ acylase. inhibition, % at 10 µM. actives 0.063% (n = 340,000); in the data active = inhibition above about 30%, passing the limit was not always enough; inconclusive = no clear call, values can overlap the other calls;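 also: 0% = vehicle neutral wells and 100% = reference inhibitor wells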
Rtt109 HAT inh: inhibitors of C. albicans Rtt109/Vps75 HAT, primary screen, biochemical, ThioGlo CoA-SH fluorescence, plate reader | Histone acetyltransferase RTT109 (Candida albicans (strain SC5314 / ATCC MYA-2876)), … | purified Rtt109/Vps75, 4 h | inhibition, % at 34.9 µM | actives 0.16% (n = 330,000);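 active = inhibition of at least 50% in every replicate; inconclusive = best replicate reaches 50% inhibition but some replicates fall short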
Target sequence (Q5AAJ8 whole entry, looked up): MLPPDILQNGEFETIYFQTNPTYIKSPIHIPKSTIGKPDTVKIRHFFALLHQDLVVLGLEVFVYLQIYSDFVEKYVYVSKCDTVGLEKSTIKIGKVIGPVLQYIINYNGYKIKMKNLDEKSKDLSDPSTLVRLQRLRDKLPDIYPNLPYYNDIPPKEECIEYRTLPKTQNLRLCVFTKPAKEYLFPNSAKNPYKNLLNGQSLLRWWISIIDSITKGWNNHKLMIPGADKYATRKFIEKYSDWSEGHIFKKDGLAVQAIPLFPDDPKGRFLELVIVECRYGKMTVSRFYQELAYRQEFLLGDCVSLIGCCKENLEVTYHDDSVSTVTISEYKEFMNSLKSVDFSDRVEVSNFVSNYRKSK
Ecoli viability: E. coli V3065 growth inhibition, primary screen, counter-screen for AddAB inhibitor project, absorbance, OD600; 18 h; inhibition, % at 11.9 µM; actives 0.27% (n = 330,000);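 active = inhibition above the campaign's mean inhibition across all tested compounds plus 3 SD, cut at about 9.9% in these data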;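 also: uninfected addAB+ strain grown without phage in ampicillin broth; 0% = DMSO wells and 100% = ciprofloxacin 0.95 µg/ml wells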
CAL PDZ inh: CAL PDZ peptide-binding inhibitors, primary screen, biochemical, fluorescence polarization, Cer-tagged CAL PDZ, HTS; Golgi-associated PDZ and coiled-coil motif-containing protein (Homo sapiens), Q9HD26; purified CAL PDZ, TMR-peptide fluorescence polarization, 1 h; inhibition, % at 20 µM; actives 0.02% (n = 330,000); AID 504414, 2011;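 active = highest replicate inhibition of at least 40%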;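 also: plate controls were DMSO neutral control wells for no effect and unlabeled competitor peptide control wells for full effect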
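Read-out basis: mP drop reported as inhibition | Assay system: Tagged CAL PDZ protein CerCALP, purified | Benchmarks: Unlabelled peptide for full inhibition, DMSO wells as neutral | Schedule: 1 h incubation at room temperature before polarization reading | Buffer or medium: Sodium phosphate/NaCl buffer pH 7.4 with TCEP, IgG, Thesit | Doses: Single point, 20 µM | Measured by: Fluorescence polarization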
AddAB inh: growth inhibition of E. coli expressing H. pylori AddAB, primary screen, AddAB inhibitor project, absorbance. inhibition, % at 11.9 µM. actives 0.29% (n = 330,000). AID 435030, 2010; in the data active = inhibition above about 12%;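 also: 0% = vehicle wells of infected cells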
DAGLB inh: DAGLB lipase inhibitors, primary screen, biochemical, fluorescence, HTS. Diacylglycerol lipase-beta (Homo sapiens), Q8NCG7. HEK293T DAGLB membrane lysate, EnzChek fluorogenic substrate. inhibition, % at 5.17 µM. actives 0.059% (n = 340,000). AID 504411, 2011; in the data active = inhibition above about 34%;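 also: 0% = enzyme with vehicle and 100% = wells lacking enzyme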
Target sequence (Q8NCG7 whole entry, looked up): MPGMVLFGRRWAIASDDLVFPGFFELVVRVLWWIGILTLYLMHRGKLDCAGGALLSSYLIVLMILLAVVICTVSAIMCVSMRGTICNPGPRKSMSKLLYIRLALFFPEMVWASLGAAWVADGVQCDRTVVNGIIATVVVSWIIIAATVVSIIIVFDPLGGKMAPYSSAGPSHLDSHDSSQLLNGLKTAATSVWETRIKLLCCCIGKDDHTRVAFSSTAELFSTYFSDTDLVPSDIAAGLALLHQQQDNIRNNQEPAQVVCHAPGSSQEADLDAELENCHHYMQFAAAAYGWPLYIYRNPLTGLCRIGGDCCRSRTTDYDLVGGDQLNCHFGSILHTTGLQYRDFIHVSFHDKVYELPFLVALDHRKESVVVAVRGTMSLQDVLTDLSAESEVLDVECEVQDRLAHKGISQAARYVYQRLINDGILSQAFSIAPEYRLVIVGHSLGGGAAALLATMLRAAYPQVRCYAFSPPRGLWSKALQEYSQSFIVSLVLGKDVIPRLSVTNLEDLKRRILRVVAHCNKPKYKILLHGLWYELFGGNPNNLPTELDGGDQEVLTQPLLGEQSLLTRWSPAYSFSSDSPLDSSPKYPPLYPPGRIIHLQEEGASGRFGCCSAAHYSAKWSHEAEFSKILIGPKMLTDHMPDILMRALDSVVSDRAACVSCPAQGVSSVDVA
phage Ecoli inh: growth loss of phage-infected E. coli, primary screen, RecBCD inhibitor project, absorbance, with phage, HTS; inhibition, % at 11.9 µM; actives 0.26% (n = 360,000); AID 651602, 2012; in the data active = inhibition above about 11%
Wnt act: Wnt/beta-catenin pathway activators, primary screen, cell-based, plate reader, single point. Wnt/beta-catenin reporter cell assay, activator. activation, % at 9.35 µM. actives 1.2% (n = 300,000). AID 743398, 2014; in the data active = activation above about 30%, passing the limit was not always enough; inconclusive = no clear call, values can overlap the other calls;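 also: 0% = neutral control wells and 100% = positive control wells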
PfHsp90 yeast 2: growth inhibition of PfHsp90-expressing yeast, primary screen, antimalarial PfHsp90 inhibitor project, S. cerevisiae, BacTiter-Glo luminescence, single point, set 2 | BacTiter-Glo ATP, 48 h; yeast lacking PDR1 and PDR3 efflux regulators | inhibition, % at 9.4 µM | actives 0.32% (n = 310,000);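 active = every replicate shows inhibition above about 80%, whatever the replicate mean, limit read from the data; inconclusive = mean inhibition reaches the set limit but some replicate falls short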;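 also: 0% = DMSO neutral controls and 100% = 20 µM radicicol positive controls; yeast relying on Plasmodium falciparum Hsp90 in place of its own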
Numbers without * were called inactive; ? = inconclusive; nt = not tested or not shown; & = joins results of further samples.

SMILES,DAGLB inh,phage Ecoli inh,CAL PDZ inh,Tat export inh,Rtt109 HAT inh,AddAB inh,PvdQ acylase,Wnt act,PfHsp90 yeast 2,Ecoli viability
C=C1CCC[C@]2(C)C[C@H]3OC(=O)C(CNCCN(CC)CC)[C@H]3CC12 (stereo partly drawn),0,-0.9,-0.1,0,-7,-2.4,-22,1,-3,-2.9
CCOC(=O)C(=NCC1CCCO1)NNc1ccccc1Cl (stereo not drawn),-2,0.3,0.8,2,-1,3.2,-6,11,-7,-0.2
C=C1C(C(=O)Nc2ccccc2)C1C(=O)Nc1ccccc1 (stereo not drawn),-3,2.3,-2.1,-3,0,-2.3,5,-3,16,-2.0
O=C1c2ccccc2C(=O)C12OC(c1ccccc1)C1(C(=O)c3ccccc3C1=O)C2c1ccc([N+](=O)[O-])cc1 (stereo not drawn),0,1.8,-0.3,-5,6,1.1,1,-3,nt,-0.7
CCN(CC)c1ccc(S(=O)(=O)N2CCOCC2)cc1NC(=O)COC(=O)/C=C/c1ccco1,-3,2.7,-2.7,7,7,nt,-3,6,10,nt
Cn1ncc2c(Nc3ccc(-c4ccccc4)cc3)ncnc21,2,1.2,-4.3,1,-12,-0.2,-3,nt,-7,-0.6
C=CCNS(=O)(=O)c1cc(S(=O)(=O)NCC=C)c(OC)cc1OC,0,1.7,-0.1,-5,-9,-0.3,3,0,-7,-2.6
O=C(Nc1ccc(F)cc1)c1cccc(C(=O)Nc2ccc(F)cc2)c1,-5,0.5,1.2,-1,1,-1.0,-13,-1,51,-1.2
COC(=O)c1ccccc1NC(=O)COC(=O)c1ccccc1N=Nc1ccc(N(C)C)cc1,17,2.1,0.0,-9,-6,0.0,7,12,-8,3.1
Cc1ccc(-n2ncc3c(N4CCN(c5ccccc5)CC4)ncnc32)c(C)c1,-1,3.1,-0.2,-6,8,3.1,8,nt,-10,1.3
COc1cccc(NC(=O)C2C3CCC4C(CCC32)C4(Cl)Cl)c1 (stereo not drawn),-7,2.9,-0.5,0,-5,2.9,7,-4,-71,1.4
Cc1c(CCO)c(=O)n2c([nH]c3ccccc32)c1C#N,0,-1.9,-0.5,-15,-5,0.2,-12,1,-19,-0.5
O=c1c2ccccc2c(-c2ccccc2)nn1Cc1ccc(Cl)cc1,-8,3.0,-0.6,3,-3,1.0,-6,nt,-12,-1.3
CC(=O)Oc1ccc(C(=O)Nn2cnnc2)cc1,0,-0.3,-1.3,5,-5,2.4,1,nt,2,1.9
Cc1cc(C(F)(F)F)nn1Cc1ccc(C(=O)NCc2ccco2)o1,-1,0.8,-3.6,-3,5,1.9,-15,nt,9,0.5
COc1ccc(S(=O)(=O)Nc2ccc(C)cn2)cc1,-2,0.7,-18,-1,2,4.9,-12,1,-13,0.2
CCOc1ccccc1-c1cc(C(=O)Nc2ccc(C(=O)O)cc2)c2ccccc2n1,3,1.2,0.9,15,4,-1.9,-2,2,-30,0.4
CCN(CC)C(=O)c1ccccc1NS(=O)(=O)c1ccc(OC)c(C(=O)N2CCOCC2)c1,2,0.7,-1.5,-4,-10,1.7,-6,0,-1,2.1
Cc1cc(O)c(-c2cc(C(=O)Nc3ccc(S(=O)(=O)N4CCOCC4)cc3)[nH]n2)cc1C,0,5.7,-1.7,-1,-4,3.4,0,-6,-13,2.5
CC1CCCC(NC(=O)CSc2n[nH]c(N)n2)C1C (stereo not drawn),1,2.4,-0.3,-3,4,-2.2,-17,-1,nt,2.8
O=C(COC(=O)c1ccc(Cl)nc1)Nc1ccc(S(=O)(=O)N2CCCC2)cc1,-1,2.6,-1.5,3,7,0.3,-13,17,-3,-0.1
Cc1ccccc1NC(=O)Nc1ccc2c(c1)OCO2,1,2.8,-0.2,-10,3,0.9,-14,14,-11,2.7
CCCC(=O)N(Cc1cc(=O)[nH]c2ccccc12)c1ccc(C)cc1C,-6,1.8,-0.3,-1,12,nt,2,-4,-7,nt
CC(NC(=O)C(NC(=O)C1CCCN1C(=O)OC(C)(C)C)C(C)C)C(N)=O (stereo not drawn),1,0.6,-3.2,3,-1,1.4,-9,nt,10,-0.7
CC(C)(C)c1ccc(C(=O)N2CCN(C(=O)C3CCCCC3)CC2)cc1,2,-1.0,-0.5,6,-9,1.5,-8,3,-17,0.4
O=C(Nc1cccc(S(=O)(=O)NC2=NCCC2)c1)c1cn(-c2ccccc2)nc1-c1ccc(F)cc1,0,2.2,-5.0,5,6,-1.9,-12,4,-5,-2.8
O=C(NC1CCOCC1)C1CCC(=O)N(CCc2cccc(F)c2)C1 (stereo not drawn),0,-2.1,-0.1,-5,4,0.3,-6,1,3,-2.6
COc1cc(C)c(S(=O)(=O)NCc2cccnc2)cc1C,-1,3.5,-0.4,-5,2,1.5,-7,4,25,0.3
COCc1ccc(C(=O)NC(C)c2cnn(-c3ccccc3C)c2C)o1 (stereo not drawn),0,1.4,-1.3,4,-8,0.8,-12,26,-3,-1.8
CCOc1cc(CNCc2cccs2)cc(Br)c1OCC,-7,3.6,-1.2,9,7,0.2,-7,nt,-3,2.0
Cc1ccc(-c2nc(N3CCOCC3)sc2C(=O)N2CCOCC2)cc1,1,2.7,0.7,3,9,3.3,1,nt,1,-0.2
Cc1cccnc1NC(=O)c1ccc2c(c1)NC(=O)C(C)S2 (stereo not drawn),1,3.6,-3.3,0,5,5.2,-5,-1,nt,-0.2
CC(C)c1ccc(NC(=O)c2cc([N+](=O)[O-])ccc2N2CCOCC2)cc1,-1,1.7,-1.6,4,13,-1.2,-8,-1,7,1.2
C=CCN1C(=O)c2ccc(C(=O)N(C)CC(=O)Nc3cccc(F)c3)cc2C1=O,-3,0.8,-2.9,-6,5,1.3,-5,-1,-72,2.8
CC(C)c1nnc(SCc2ccc(CSc3nnc(C(C)C)n3N)cc2)n1N,0,2.9,0.0,6,16,0.9,5,nt,-1,-2.0
Cn1nc(-c2ccc(Cl)cc2)c2cc(C(=O)NCC3CCCO3)sc21 (stereo not drawn),-2,2.3,-1.8,14,-12,5.1,-9,-1&-2,-7,0.1
O=C(C1CCC(Cn2c(=O)[nH]c3ccccc3c2=O)CC1)N1CCN(c2ccccc2)CC1 (stereo not drawn),2,2.2,-1.2,-6,16,4.4,-16,0,11,-1.0
O=S(=O)(Nc1nc2ccc(Cl)cc2s1)c1cccs1,9,nt,-1.7,-3,3,3.4,-6,nt,22,1.6
N/C(Cc1ccc([N+](=O)[O-])cc1)=N\OC(=O)c1cccc(Br)c1,-6,4.0,-0.8,-2,5,2.9,-5,1,0,-0.8
O=C(N/N=C/c1c[nH]c2ccc(Br)cc12)c1ccccn1,-2,5.7,0.1,2,3,8.5,-2,-1,-7,2.2
O=C(Oc1ccccc1-c1nnco1)c1ccccc1,-1,4.4,-0.5,-2,3,3.5,-18,nt,9,-0.8
Cc1cc(C)cc(C(=O)NCCn2cc(SCC(=O)N3CCOCC3)c3ccccc32)c1,2,0.7,0.0,16,-11,-0.9,-9,-4,-8,-3.0
C=CCn1c(-c2cc(-c3ccc(C)cc3)nc3ccccc23)n[nH]c1=S,1,6.2,-0.2,5,?,0.8,-15,1,-84,0.1
Cn1c(=O)oc2cc(S(=O)(=O)Nc3cccc(C(=O)O)c3)ccc21,0,2.2,-0.1,7,-8,2.8,-16,nt,nt,-1.1
Cc1cnc(NC(=O)c2sc3ccccc3c2Cl)s1,-4,2.3,-2.2,3,15,-1.2,12,-9,-4,-2.3
Cc1ccc(/C=C/C(=O)Nc2ccc([N+](=O)[O-])cc2)o1,-2,2.8,-2.7,0,-1,4.4,-5,10,-21,1.8
CCCCn1c(=O)c(C(C)=O)c(O)c2ccccc21,2,0.5,-0.6,-2,4,0.8,-3,2,-6,-3.6
CN(Cc1ccccc1)c1oc(-c2ccco2)nc1C#N,0,3.1,nt,-11,0,3.0,-11,nt,8,0.1
CCC(Oc1ccccc1)C(=O)NC1CCCCCC1 (stereo not drawn),-2,2.2,-1.1,7,-5,0.1,-5,-1,15,1.4
CCc1nnc(NC(=O)CCc2c[nH]c3ccccc23)s1,-2,-0.8,nt,-5,-1,1.8,1,0,-1,2.1

Next structures.
SMILES,DAGLB inh,phage Ecoli inh,CAL PDZ inh,Tat export inh,Rtt109 HAT inh,AddAB inh,PvdQ acylase,Wnt act,PfHsp90 yeast 2,Ecoli viability
Cc1ccc(C(C(=O)NC2CCCCC2)N(Cc2cccnc2)C(=O)C2COc3ccccc3O2)o1 (stereo not drawn),-2,0.3,-2.5,13,nt,-0.5,13,nt,0,0.7
O=C(O)COc1ccc(Br)cc1/C=N/O,0,2.8,-0.8,-3,17,2.5,4,nt,0,3.2
N#Cc1ccc(C(=O)N2CCC3CC2c2cc(-c4ccccc4)ccc23)cc1 (stereo not drawn),-9,2.6,0.6,10,-5,nt,-8,-1,-23,nt
O=C(c1cccs1)N(Cc1ccco1)c1nc(-c2ccc(F)cc2)cs1,-3,2.1,-0.1,7,2,1.7,-4,8,3,-1.9
Cc1ccc(N2CCOCC2)c2c1C(=O)c1ccccc1C2=O,20,3.0,0.4,4,11,-0.2,1,1,-11,-1.1
CCN(CC)S(=O)(=O)c1ccc(N2CCCC2)c(NC(=O)C2CSC3(C)CCC(=O)N23)c1 (stereo not drawn),1,1.4,-1.8,5,7,-2.9,-11,-3,nt,0.2
CC(NC(=O)OC1CCCCC1)N1C(=O)C2C3C=CC(C3)C2C1=O (stereo not drawn),1,2.3,-0.9,2,-13,0.3,8,nt,-5,-2.4
Cc1ccc(-c2cc(C(F)F)n3ncc(C(=O)Nc4cn(C)nc4C)c3n2)cc1,0,4.7,-2.0,-2,-8,2.3,4,nt,39,-2.6
COc1ccc(C2/C=C\CN(S(=O)(=O)/C=C/c3ccccc3)CC(=O)N2Cc2ccc(F)cc2)cc1 (stereo not drawn),-5,1.0,-0.1,10,6,1.7,0,-2,5,1.5
Cc1sc2ncnc(NCC3(N4CCOCC4)CCCCC3)c2c1C,-1,1.9,nt,-3,6,0.9,-21,-2,-10,-2.4
Cn1cc(S(=O)(=O)CC(=O)N2CCc3ccccc32)c2ccccc21,-2,0.9,-0.4,4,10,-1.8,4,0,24,2.8

Random draw from the library, and some 1.9% of all compounds hit somewhere here.
